High-throughput results deposited in PubChem by several laboratories.
ABCB6 inh MLPCN: human ABCB6 transporter inhibition; Q9NP58; fluorescence ratio to DMSO, % at 10 µM; hit rate 0.19% among 360,000; K562-ABCB6 porphyrin accumulation, flow cytometry, 1 h; hits give low values;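 active = fluorescence ratio to DMSO below 75%, the collection mean minus 3 SD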;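 also: signal is porphyrin accumulated inside mitochondria; 100% equals median channel fluorescence of DMSO control wells; lower ratio means ABCB6 inhibition with less porphyrin fluorescence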
Target sequence (Q9NP58 whole entry, looked up): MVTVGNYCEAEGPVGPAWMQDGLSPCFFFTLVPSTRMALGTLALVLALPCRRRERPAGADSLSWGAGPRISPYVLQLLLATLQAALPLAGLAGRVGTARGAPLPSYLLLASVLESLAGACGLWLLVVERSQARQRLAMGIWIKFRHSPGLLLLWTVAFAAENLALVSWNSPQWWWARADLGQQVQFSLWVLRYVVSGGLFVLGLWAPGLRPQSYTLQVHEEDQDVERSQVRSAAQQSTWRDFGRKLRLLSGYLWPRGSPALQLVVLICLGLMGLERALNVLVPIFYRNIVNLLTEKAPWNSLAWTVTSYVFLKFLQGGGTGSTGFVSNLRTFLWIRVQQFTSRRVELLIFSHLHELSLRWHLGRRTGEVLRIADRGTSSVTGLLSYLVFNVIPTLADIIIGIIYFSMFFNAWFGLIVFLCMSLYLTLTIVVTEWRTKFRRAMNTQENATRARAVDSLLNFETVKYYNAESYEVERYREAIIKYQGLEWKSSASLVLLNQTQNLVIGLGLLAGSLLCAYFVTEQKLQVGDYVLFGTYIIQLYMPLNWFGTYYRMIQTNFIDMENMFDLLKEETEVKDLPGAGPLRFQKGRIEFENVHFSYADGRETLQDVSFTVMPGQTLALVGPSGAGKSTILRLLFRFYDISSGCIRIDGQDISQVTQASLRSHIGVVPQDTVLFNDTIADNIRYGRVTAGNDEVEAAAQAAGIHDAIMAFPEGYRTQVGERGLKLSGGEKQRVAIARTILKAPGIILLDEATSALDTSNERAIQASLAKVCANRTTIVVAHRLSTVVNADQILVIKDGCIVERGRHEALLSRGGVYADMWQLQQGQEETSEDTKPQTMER
N-glyco inh: blocks N-linked glycosylation in D54 reporter cells | D54 ERlucT glycosylation luciferase reporter, 24 h; percent of 100 nM tunicamycin response | reporter increase, % at 12.5 µM | hit rate 0.23% among 360,000 | AID 588692;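 active = mean luciferase reporter signal, scaled so untreated is 0 and the glycosylation-blocking control 100, at or above a set limit in every replicate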;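 also: luciferase carries N-glycosylation sites so blocking glycosylation raises the light; 0% = median of neutral control wells and 100% = median of 100 nM tunicamycin wells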
MC4R antagonist: human MC4R antagonism in cAMP assay; MC4R-expressing cells, MTII-stimulated cAMP, LANCE TR-FRET; inhibition, % at 6.5 µM; hit rate 0.48% among 360,000;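 active = inhibition above its plate's cutoff, the mean of tested wells on that plate plus 3 SD, cut at about 29% in these data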;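 also: 0% = Melanotan II alone and 100% = Melanotan II plus saturating MCL0020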
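Assay system: U2OS cells stably expressing human melanocortin 4 receptor (MC4R) / Dosing: 6.5 µM / Timing: compound 30 min, challenge 1 h, detection 1 h / Measured by: Eu-cAMP/anti-cAMP TR-FRET, emission 671 nm / Replicates: singlicate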
iPSC survival up: increases survival of single human iPS cells; AID 602274; hit rate 0.044% among 360,000; hiPSC single-cell survival, ATPlite luminescence; 100% = ROCK inhibitor wells, 0% = DMSO; survival enhancement, % at 20 µM; in the data active = survival enhancement above about 18%;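 also: cells exposed to compounds for 16 hours before the ATP read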
HTR2A ag: agonists of mouse serotonin 5-HT2A receptor (HTR2A); P35363; activation, % at 7.6 µM; CHO-K1 mHTR2A beta-arrestin complementation, luminescence; percent of 30 µM serotonin response; hit rate 0.66% among 360,000;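 active = activation above a run cutoff, the mean activation of all tested compounds plus 3 SD, cut at about 14% in these data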;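 also: 0% = plate median of compound wells and 100% = 30 µM serotonin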
MC4R barr agon: activates human MC4R beta-arrestin recruitment | U2OS MC4R beta-arrestin complementation, luminescence; percent of melanotan II response, DMSO zero | activation, % at 8.9 µM | hit rate 0.98% among 360,000 | AID 540308;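 active = activation above a per-plate cutoff, the mean activation of sample wells on that plate plus 3 SD, cut at about 8% in these data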
ABHD5-PLIN5 inh: inhibitors of human ABHD5-perilipin-5 interaction; Split G. princeps luciferase complementation, luminescence, 4 h; hit rate 0.78% among 360,000; inhibition, % at 4 µM;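 active = inhibition above the mean inhibition across every tested compound plus 3 SD, cut at about 22% in these data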;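 also: 0% = DMSO only wells and the 100% control is not disclosed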
H9c2 protect: protects H9c2 cardiomyocytes from peroxide injury | H2O2 injury protection, ATPLite, 2 h | protection from H2O2 cell death, % at 20 µM | hit rate 0.63% among 360,000;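 active = compounds giving at least 50% protection of heart cells from peroxide-induced death in the single-dose screen, raw or plate-pattern-corrected value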;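 also: 0% = DMSO wells with peroxide and 100% = DMSO wells without peroxide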
aDG glyco up: alpha-DG glycosylation activation | Pro5-aDG cells, alpha-DG glycosylation AlphaScreen (IIH6); 0% Pro5, 100% B10-LARGE cell signal | AID 624168 | hit rate 0.22% among 360,000 | activation, % at 10 µM;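 active = activation of at least 8% versus controls, or a plate z-score of at least 8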;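 also: Pro5 are CHO cells carrying HIG-tagged alpha-DG that lacks glycosylation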
Exocytosis inh: lytic granule exocytosis inhibition | TALL-104 LAMP-1 surface exposure, flow cytometry; cells stimulated with thapsigargin and PMA | inhibition, % at 10 µM | hit rate 0.66% among 360,000;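 active = inhibition above about 55%, limit read from the data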
* marks the source's active call; other numbers are inactive results; · = not tested or not shown.

SMILES	ABCB6 inh MLPCN	N-glyco inh	MC4R antagonist	iPSC survival up	HTR2A ag	MC4R barr agon	ABHD5-PLIN5 inh	H9c2 protect	aDG glyco up	Exocytosis inh
CC1CC(C)(C)CC2(C1)NC(=O)N(CC(=O)OCC(=O)Nc1cc(S(=O)(=O)N3CCCCC3)ccc1Cl)C2=O (stereo not drawn)	101	-2	4	2.1	2	-0.3	-4	4	-0.2	0
Cc1cc(C)nc(NS(=O)(=O)c2ccc(NC(=O)Cc3ccccc3)cc2)n1	99	-2	35*	0.7	-5	1.4	-5	1	-0.1	2
Oc1ccc(N=Nc2c(O)ccc3ccccc23)cc1	197	1	-4	0.2	-9	-4.2	10	-20	0.1	-6
COc1ccc(C2=NS(=O)(=O)N(C)C(C(=O)NC(C)c3ccccc3)=C2)cc1 (stereo not drawn)	98	3	3	1.0	-8	-0.8	-23	-3	-0.3	8
CCCC(N)CCCCCC(=O)O (stereo not drawn)	95	3	9	1.0	11	0.8	1	-1	-0.2	-3
O=C(COc1ccc(F)cc1)NNC(=O)c1cc2ccccc2oc1=O	98	1	3	0.7	8	-1.3	6	8	-0.2	0
Cc1ccccc1C(=O)Nc1ccccc1C(=O)NCc1ccccc1	95	-5	7	-2.4	-8	1.4	0	11	-0.3	0
CSc1ccccc1NC(=O)CN(C)CC(=O)Nc1ccccc1C(F)(F)F	97	0	15	0.4	12	-3.0	6	6	-0.1	0
CCOC(=O)Cc1nnc(NC(=O)CSc2nnc3c4ccccc4n(C)c3n2)s1	91	2	9	-1.6	1	-1.3	0	19	0.1	-4
COc1ccc(/C=N/NC(=O)Cc2ccc(Cl)cc2)cc1OC	101	-3	1	1.5	-9	-1.4	-6	-4	0.4	1
CCCCC1=C([O-])C2N=CC=CC2=[N+](c2ccccn2)C1=O (stereo not drawn)	94	1	8	1.9	-1	-0.7	-1	1	-0.2	2
COc1ccc(C2=NCCNC(C(F)(F)F)=C2)cc1	96	1	3	1.9	-5	1.0	2	-3	0.3	-1
Cc1cc(C2(c3ccc(O)c(C)c3)C(=O)N(C)c3ccc(Br)cc32)ccc1O	98	-1	9	-0.8	-1	1.1	-5	8	-0.1	4
CCn1cc(/C=C/C(=O)NCc2c(C)nn(C)c2C)cn1	100	1	3	0.2	5	-1.1	4	1	0.3	1
O=C(Cn1nc(Cc2cccnc2)c2ccccc2c1=O)Nc1ccc2c(c1)OCO2	100	-2	-1	-0.8	-5	-0.8	-3	5	-0.4	0
CSc1ccc(C2CC(=O)Nc3c2c(=O)n(C)c(=O)n3C)cc1 (stereo not drawn)	95	0	4	-0.1	9	-0.4	0	20	-0.2	3
CC(=NNc1ccccc1)C(C)=NNc1ccccc1	94	0	3	-0.3	-4	2.5	6	0	-0.8	-4
Cc1ccc(S(=O)(=O)N2[C@H](CC(=O)c3ccc(F)cc3)OC[C@@H]2C(C)C)cc1	·	·	·	·	-2	·	-2	·	-0.1	-7
CC(C)(C)NC(=O)c1nn(Cc2ccccc2)c(=O)c2ccccc12	104	1	-11	-0.2	0	-2.4	-7	-4	0.0	10
CCOc1ccc(C(=O)N(Cc2ccc(OC)cc2)Cc2cc3cc(OC)ccc3[nH]c2=O)cc1	97	-2	11	0.5	0	1.3	-2	3	0.1	-1
C#CCN(N(C)c1ncc(C(F)(F)F)cc1Cl)S(=O)(=O)c1ccc2ccccc2c1	92	-3	7	11	6	-1.3	1	-22	-0.1	-1
Cc1ccccc1NCC(=O)N/N=C\c1ccc([N+](=O)[O-])s1	136	1	9	-1.9	-6	-1.8	-5	-3	9.3*	1
Cc1cc2ccccc2n2c(SCC(=O)Nc3ccc(S(=O)(=O)N4CCCCC4)cc3)nnc12	77	6	6	-1.5	2	0.6	1	-3	0.2	-8
CCN(CC)C(=O)CN(c1cc(Cl)ccc1OC)S(C)(=O)=O	99	1	1	4.6	2	-1.3	1	2	-0.3	-3
c1ccc2c(c1)C1=NCCN1c1ccccc1-2	103	78*	8	-3.5	-1	-2.7	2	6	0.0	-2
Cc1[nH]c(=O)[nH]c(=O)c1S(=O)(=O)N1CCCC(C(=O)NCc2ccccc2Cl)C1 (stereo not drawn)	98	1	3	0.0	4	2.9	2	1	-0.2	-2
CCOc1ccc(-n2c(=S)sc3c(=O)n(-c4ccc(F)cc4)c(SCC(=O)O)nc32)cc1	100	0	22	0.8	-8	2.3	-10	1	0.4	-6
Cc1cc(Cl)ccc1-c1nc(NCCN(C)C)nc2ccsc12	97	-3	-4	-0.5	1	-0.5	15	-6	1.7	5
CCc1nn2c(=O)cc(COC(=O)c3ccc(SC)cc3OC)nc2s1	96	-1	-1	2.3	4	-5.7	1	-4	0.3	-2
O=C(c1ncn(Cc2ccccc2)c1C(=O)N1CCc2ccccc2C1)N1CCc2ccccc2C1	99	-1	10	-1.3	4	1.0	10	18	-0.2	-5
CN(Cc1nccn1C)C(=O)CCc1nnc(CCC2CCCCC2)o1	95	0	3	-1.8	-5	-0.9	-2	-9	-0.3	6
Cc1ccc(Nc2ccc(-n3ccnc3)nn2)cc1C	99	0	3	0.6	-6	1.4	1	7	0.1	-1
COc1ccc(OC)c(-c2nn(-c3ccccc3)cc2C(=O)NCC2CCCO2)c1 (stereo not drawn)	100	0	5	-0.1	0	-1.4	0	1	0.0	-7
COc1cccc(CNC(=O)CN2C(=O)CSc3ccc(S(=O)(=O)N4CCCCC4)cc32)c1	108	-2	7	-0.6	-4	-3.2	8	1	3.0	6
CC(=O)Nc1nc(-c2ccc3c(c2)CCO3)cs1	101	0	16	3.2	1	1.9	-6	-2	-0.3	2
COCC(=O)NCCc1nc(-c2ccccc2)cs1	100	-1	16	-1.3	0	0.1	-4	-6	-0.1	2
CCOC(=O)c1ccc(N2CCOCC2)c(NC(=O)COCC(=O)O)c1	103	3	-3	-1.0	-4	-2.2	1	2	0.1	4
CCOc1ccc(/C=N/NC(=O)c2c(-c3ccccc3)noc2C)cc1	97	1	7	-2.8	-4	-1.7	-5	4	0.1	-2
CCN(CC1COc2ccccc2O1)C(=S)NC1CC2CCC1C2 (stereo not drawn)	88	1	4	3.3	5	-1.5	-1	11	-0.1	-4
CCCCCC(C(=O)O)C(C)CC(=O)NC1CCCCC1 (stereo not drawn)	88	4	6	-2.0	1	-1.3	12	-2	0.0	-1
COC(=O)c1[nH]c2c(c1C)C(=O)CC(c1ccc(OC)cc1)C2 (stereo not drawn)	94	-2	0	0.0	8	-1.7	2	-4	0.5	-8
CCOC(=O)c1c(N2C(=O)Nc3ccccc3N2O)sc2c1CCCCC2	90	1	8	2.9	3	-2.3	0	1	-0.1	2
Cc1ccc(N2C(=O)CSCC2=O)cc1	100	-5	1	-1.7	0	-1.6	-2	17	2.6	-4
CCOC(=O)c1csc(-c2ccc(OC)c(OC)c2)n1	104	1	6	-1.5	-1	0.1	2	-4	0.0	-2
Cc1c(-c2ccc(OCc3ccccc3)cc2)nc2ccccc2c1C(=O)O	518	0	2	0.1	7	-2.1	2	-6	0.1	0
CCOc1ccc(NC(=O)N2CCC(NC(=O)C(Cc3ccc(OC)c(OC)c3)NC(C)=O)CC2)cc1 (stereo not drawn)	93	1	1	-3.4	-2	-0.1	-5	6	0.0	-2
CN(C1CC(C)(C)NC(C)(C)C1)S(=O)(=O)CC12CCC(CC1=O)C2(C)C (stereo not drawn)	99	-1	3	-0.1	3	0.2	-2	14	-0.1	2
COc1cccc(NC(=S)N(CCCN2CCCC2)Cc2ccco2)c1	101	-1	-3	-0.2	5	-1.8	-7	-6	0.2	4
CCOC(=O)N1CCN(C(=O)CSc2ccc(-c3ccncc3)nn2)CC1	104	2	9	-0.2	6	0.6	1	-1	0.2	-3
COc1ccc(-c2c[n+]3c(n2-c2ccccc2)SCC3)cc1OC	98	1	8	0.3	3	-1.2	3	1	-0.1	-4

Next part:
SMILES	ABCB6 inh MLPCN	N-glyco inh	MC4R antagonist	iPSC survival up	HTR2A ag	MC4R barr agon	ABHD5-PLIN5 inh	H9c2 protect	aDG glyco up	Exocytosis inh
COc1ccc(CC(=O)N2CCN(c3ccc(C4=NNC(=O)CC4C)cc3)CC2)cc1 (stereo not drawn)	104	-7	18	0.0	9	1.3	1	-7	-0.1	0
O=C(NCc1ccc2c(c1)OCO2)C1CC(=O)N(CCc2ccc(Cl)cc2)C1 (stereo not drawn)	98	0	0	-0.3	2	-4.9	1	1	0.1	3
CCCCN1CC(N2CCN(C3CCN(C)CC3)CC2)CS1(=O)=O (stereo not drawn)	103	-1	·	-0.1	3	·	7	1	-0.1	3
CC(OC(=O)c1ccccc1NS(=O)(=O)c1cccc(N)c1)C(=O)N(C)Cc1ccccc1 (stereo not drawn)	98	-4	4	-0.1	-2	-1.4	0	3	0.0	-1
Cc1cc(C)cc(NS(=O)(=O)c2ccc(Oc3ncc(C(F)(F)F)cc3Cl)cc2)c1	97	-6	6	-2.3	-6	0.1	-20	-37	0.4	-2
Cc1cccc(NC(=O)C2CCCN2C(=O)OCc2ccccc2)c1 (stereo not drawn)	103	-1	3	-0.2	1	-0.4	-4	-4	6.0	0
COc1ccccc1N(C(=O)c1snc(C(N)=O)c1N)C(C(=O)NCCC(C)C)c1ccco1 (stereo not drawn)	98	-2	6	0.7	-1	-1.8	-5	-3	0.0	0
COc1cc(/C=C2\SC(=N)N(c3ccc4c(c3)OCO4)C2=O)cc(OC)c1O	104	4	-10	-2.2	4	6.9	-1	2	0.2	0
Cc1cccc(/C=N/NC(=O)c2ccc(NC(=O)c3ccc(Cl)cc3)cc2)n1	97	0	11	1.8	-1	3.1	5	-8	-0.1	-4
NC(N)=NC(N)=NCCc1ccccc1	223	-1	22	-0.3	-1	0.4	4	7	0.2	-4

Pulled by structure from the entries so far:
SMILES	ABCB6 inh MLPCN	N-glyco inh	MC4R antagonist	iPSC survival up	HTR2A ag	MC4R barr agon	ABHD5-PLIN5 inh	H9c2 protect	aDG glyco up	Exocytosis inh
CC(OC(=O)c1ccccc1NS(=O)(=O)c1cccc(N)c1)C(=O)N(C)Cc1ccccc1 (stereo not drawn)	98	-4	4	-0.1	-2	-1.4	0	3	0.0	-1
CCCCN1CC(N2CCN(C3CCN(C)CC3)CC2)CS1(=O)=O (stereo not drawn)	103	-1	·	-0.1	3	·	7	1	-0.1	3

Next compounds follow:
SMILES	ABCB6 inh MLPCN	N-glyco inh	MC4R antagonist	iPSC survival up	HTR2A ag	MC4R barr agon	ABHD5-PLIN5 inh	H9c2 protect	aDG glyco up	Exocytosis inh
Cc1ccccc1NC(=O)CSc1nc(-c2ccccc2)cc(=O)[nH]1	101	2	16	-0.7	2	1.1	0	4	-0.1	1
COc1cc(NC(=O)CCn2c(=S)[nH]c3ccccc3c2=O)cc(OC)c1OC	86	3	5	-1.4	2	-2.0	-7	2	0.1	-2
Cc1cc(C(=O)N/N=C/c2ccco2)c2ccccc2n1	93	10	0	-1.2	-3	-2.1	5	6	-0.1	-1
CCOc1ccc(CN(C)C(=O)CNC(=O)c2ccc(Br)o2)cc1OC	98	1	-4	0.3	-2	-1.7	0	9	0.0	-10
O=[N+]([O-])c1cc(C(F)(F)F)ccc1NCCNC(=S)Nc1ccc(Cl)cc1	97	3	5	4.3	-1	-2.1	-5	-21	0.4	0
Cc1ccc2nsnc2c1NC(=O)Cc1ccc(Cl)cc1	99	0	8	-0.3	3	-2.1	-4	10	0.2	-1
